# Screening results deposited in PubChem BioAssay by several laboratories.
# ERa SRC1 pot: enhances coactivator binding to human estrogen receptor alpha. P03372. coactivator binding (% of control), % at 25.6 µM. 86,000 tested, 1.3% active. TR-FRET ERalpha-LBD/SRC-Cy5 coactivator binding, 2 h; 100 = basal binding, no effect. AID 639; in the data active means activity above about 200%;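 further: binding measured in presence of low estradiol as agonist stimulus; 0% = peptide alone without receptor and 100% = receptor with peptide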
# ERb coact inh: blocks coactivator binding to human estrogen receptor beta; 86,000 tested, 1.3% active; AID 633; TR-FRET ER-beta LBD / SRC1-Cy5 peptide binding; receptor agonist-loaded with 1 µM estradiol; Q92731; inhibition, % at 25.6 µM;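 active means compounds whose percent inhibition of the receptor-coactivator binding signal exceeds about 50% in the single-dose screen, limit read from the data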;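 further: 0% = receptor plus peptide wells without compound and 100% = peptide-only wells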
# ERa coact inh: ER-alpha (human) coactivator binding inhibition | AID 629 | 86,000 tested, 1.7% active | TR-FRET ER-alpha LBD / SRC-1 peptide, estradiol-bound | inhibition, % at 25.6 µM; in the data active means inhibition above about 50%;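 further: 0% = receptor plus peptide control and 100% = peptide only without receptor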
# sEH activator: activators of human soluble epoxide hydrolase; P34913; purified human sEH enzymatic activity, activator screen; activation, % at 2 µM; 91,000 tested, 0.04% active; in the data active means activation above about 37%; further: values of inactives mirror those of a sister screen read the other way
# Target sequence (P34913 whole entry, looked up): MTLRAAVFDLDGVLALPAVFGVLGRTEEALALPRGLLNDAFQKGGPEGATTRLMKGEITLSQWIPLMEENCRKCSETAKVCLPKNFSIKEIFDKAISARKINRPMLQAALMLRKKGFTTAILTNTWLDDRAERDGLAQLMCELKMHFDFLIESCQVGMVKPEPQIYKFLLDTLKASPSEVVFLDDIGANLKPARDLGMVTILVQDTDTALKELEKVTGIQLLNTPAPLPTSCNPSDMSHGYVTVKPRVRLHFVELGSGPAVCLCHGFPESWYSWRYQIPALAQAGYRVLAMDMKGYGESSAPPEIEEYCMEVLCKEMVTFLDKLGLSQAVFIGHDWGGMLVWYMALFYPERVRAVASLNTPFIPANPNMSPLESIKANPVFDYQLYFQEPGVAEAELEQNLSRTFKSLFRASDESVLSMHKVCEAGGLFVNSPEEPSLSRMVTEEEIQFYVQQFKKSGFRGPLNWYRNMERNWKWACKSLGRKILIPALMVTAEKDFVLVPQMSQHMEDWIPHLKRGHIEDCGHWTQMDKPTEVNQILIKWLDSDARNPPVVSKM
# Candida biofilm: kills Candida albicans biofilms; C. albicans biofilm + clotrimazole, Alamar Blue; inhibition, % at 6 µM; 85,000 tested, 0.14% active; AID 834;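 active means inhibition above 20%; inactive means inhibition below 20%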;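 further: preformed 24 hr biofilms exposed to compound for 48 hr; 0% = biofilm without compound and 100% = blank killed by clotrimazole plus chlorhexidine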
# Fibroblast inh: blocks proliferation of human lung fibroblasts; LL 47 human lung fibroblast viability, ATP luminescence; hits give low values; viability, % at 10 µM; 85,000 tested, 1.1% active; AID 719;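 active means viability at or below 50% in the single dose screen; inactive means viability above 50%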;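 further: compound exposure lasted 72 h before the ATP readout; 100% = median luminescence of untreated cell-only wells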
#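 material = human LL 47 lung fibroblast cells | dosing = compounds added from tenfold dosing solution, 0.1% DMSO final | timing = overnight cell rest, 72 h compound treatment at 37 °C | measured by = CellTiter-Glo luminescence measuring cellular ATP | evaluation = % viability versus median cells-only luminescence | control set = cell-only wells, no compound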
# Smad3 FoxH1 inh: Smad3 (human) transcription factor binding inhibition | P84022 | TR-FRET Smad3/Dy647-FoxH1 peptide binding, europium anti-His | inhibition, % at 25 µM | 88,000 tested, 0.29% active;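 active means compounds that reduce the energy-transfer binding signal between the protein and its labelled peptide by more than half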;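 further: 0% = Smad3 plus labelled peptide maximal FRET and 100% = peptide-only background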
# Target sequence (P84022 whole entry, looked up): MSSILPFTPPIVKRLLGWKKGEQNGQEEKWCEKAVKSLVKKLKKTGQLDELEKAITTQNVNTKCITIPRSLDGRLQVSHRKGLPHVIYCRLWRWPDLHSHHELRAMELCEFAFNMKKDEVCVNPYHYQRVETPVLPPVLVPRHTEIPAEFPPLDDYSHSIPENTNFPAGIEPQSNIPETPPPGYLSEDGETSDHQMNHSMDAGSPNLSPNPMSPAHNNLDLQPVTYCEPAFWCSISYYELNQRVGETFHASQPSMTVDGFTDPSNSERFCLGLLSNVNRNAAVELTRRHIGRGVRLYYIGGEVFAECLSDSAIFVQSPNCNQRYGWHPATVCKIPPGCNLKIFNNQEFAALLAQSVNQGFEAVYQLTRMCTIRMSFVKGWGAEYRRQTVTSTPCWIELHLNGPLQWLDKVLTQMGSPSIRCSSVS
# H69AR inhibit: blocks growth of human H69AR lung tumor cells. H69AR lung tumor viability, ATP luminescence, 72 h; hits give low values. viability, % at 10 µM. 85,000 tested, 6% active. AID 598;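 active means viability at or below 40%; inactive means viability above 40%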;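 further: multidrug resistant small cell line overexpressing MRP-1 efflux transporter; 100% = mean luminescence of untreated control wells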
# HUVEC prolif 384: human endothelial cell proliferation inhibition. 86,000 tested, 1.1% active. viability, % at 10 µM (by protocol). AID 648. HUVEC proliferation, CellTiter-Glo luminescence, 72 h; hits give low values;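 active means viability at or below 30%; inactive means viability above 30%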;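 further: 100% = median luminescence of DMSO-only cell control wells on each plate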
# Starred values were filed as active, the others as inactive; · = not tested or not shown; + = active, no number; [ ] = dose if it differs, or a comment. An excerpt; the hit share may differ from the screen's.
# Each structure is followed by: ERa SRC1 pot	ERb coact inh	ERa coact inh	sEH activator	Candida biofilm	Fibroblast inh	Smad3 FoxH1 inh	H69AR inhibit	HUVEC prolif 384
Cc1cccc(N2CCN(C(=O)CCn3c(=S)[nH]c4cc5c(cc4c3=O)OCO5)CC2C)c1 (stereo not drawn)
  92.8[fluorescence artefact?]	14.6	44.7	-7.9	4.3	94.5	5.6[fluorescence artefact?]	47.0	53.3
COC(=O)c1cccc(NC(=O)C2C3CCC(C3)C2C(=O)O)c1 (stereo not drawn)
  116.5	4.6	-5.3	16.5	3.4	100.0	5.2	92.0	87.0
C=CCNc1ncnc2c1cnn2-c1ccc(Cl)cc1
  83.9	23.3	18.7	·	14.9	98.7	-4.6	86.2	84.5
CC1CC(C)(C)NC(C)c2ccccc21 (stereo not drawn)
  101.3	-9.2	-9.3	·	4.4	101.2	-7.0	96.8	93.0
Cc1cnc(C(=O)Nc2ccc(F)c(F)c2)cn1
  111.3	-6.3	-7.0	·	7.6	102.7	-3.1	89.8	111.4
O=C(Cn1c(C(=O)N2CCN(C3CCCC3)CC2)cc2sccc21)c1ccccc1
  115.2	-12.0	6.0	-0.8	2.2	88.9	-5.6	89.7	94.3
CCC(C#CCN1CCCCC1)(CC)OCCC#N
  109.9	-2.4	7.1	-8.3	-0.1	102.7	10.7	96.0	94.2
Cc1nnc(SCC(=O)Nc2nc(-c3ccccc3)cs2)n1N
  104.2	-3.3	-3.3	-6.3	5.9	93.3	2.1	95.8	87.0
O=C(CN1CCCC1)NC1C2CC3CC(C2)CC1C3 (stereo not drawn)
  117.8	-7.5	-9.5	1.9	10.9	99.3	11.2	86.0	96.1
CC(C)Cc1[nH]c(=O)c(C#N)c2c1CCCC2
  115.7	-10.2	-11.7	13.3	2.7	95.4	5.1	82.1	100.7
Cn1cccc1C(=O)NC(=O)CSc1cccc[n+]1[O-]
  78.0[fluorescence artefact?]	20.6	35.9[fluorescence artefact?]	19.2	8.4	104.4	10.2	94.8	93.7
CC1CCCN(C(=O)c2ccc3nc[nH]c3c2)C1 (stereo not drawn)
  101.9	0.5	-7.0	1.7	5.8	104.1	-6.8	97.6	98.8
O=C1CC(c2ccccc2)CC2=C1CN(C1CCCCC1)CN2 (stereo not drawn)
  115.8	3.1[fluorescence artefact?]	-1.2	9.3	4.1	70.3	-4.6	22.6*	71.5
Cn1c(N2CCCC2)nc2c1c(=O)n(Cc1ccc(Cl)cc1)c(=O)n2C
  105.9	0.0	5.7	2.1	8.5	83.7	10.0	91.0	101.2
CC1CCC/C(=C\Nc2ccccc2C(=O)O)C1=O (stereo not drawn)
  109.8	-9.6	0.8	-2.0	2.0	99.5	2.4	71.1	89.7
CC(C)(C)NC(=O)C(c1ccc(OCC(N)=O)cc1)N(C(=O)c1cccnc1)C1CC1 (stereo not drawn)
  127.5[fluorescence artefact?]	-2.0	-9.4	15.2	4.8	88.8	5.1	82.4	82.4
COc1ccccc1OCc1ccc(C(=O)OCC2CCCO2)o1 (stereo not drawn)
  155.0	-2.9	-11.3	-0.1	7.1	100.4	1.4	85.3	97.4
CSc1nc(NC(C)(C)C)nc(Oc2ccc(=O)n(C)n2)n1
  101.5	-19.2[fluorescence artefact?]	0.1	-7.1	-1.0	102.1	-8.3	84.7	93.2
COc1ccc(-c2nnc3sc(COc4ccccc4)nn23)cc1
  109.6	29.8	22.2	·	3.7	92.2	-1.2	88.4	88.0
CN=Cc1sc2ccccc2c1O
  97.9	-9.0	-0.8	-1.9	4.8	96.1	-3.9	100.0	102.4
CCOC(=O)c1ccc2nc(C(F)(F)F)[nH]c(=O)c2c1
  100.1	-2.4	-3.5	-14.4	1.3	·	-0.3	99.2	100.5
Cc1nc2ccccc2c(=O)n1/N=C/c1ccc(O)cc1
  117.0	-6.6	-5.6	8.4	9.1	106.6	4.8	77.0	62.6
O=C(O)c1ccc(-c2ccccc2)[nH]1
  116.6	-11.0	-11.0	10.9	2.2	98.2	6.1	85.8	96.9
C#CCOC(=O)C(NC(=O)c1ccccc1)=C1CCCCC1
  71.1[fluorescence artefact?]	9.3	11.2	2.0	6.2	106.2	-14.6	89.0	87.7
COc1ccc(CCNC(=O)Cn2nnc(-c3ccccc3F)n2)cc1OC
  97.8	-6.8	-6.7	-9.7	3.2	97.0	16.1	100.9	101.3
CSc1ccc(NC(=O)NCCCN2CCN(c3ccccc3F)CC2)cc1
  123.8	-19.1[fluorescence artefact?]	-10.8	-66.8	-8.0	95.2	6.8	84.4	58.6
CC(=O)c1c(NC(=O)C(C)C)nc(C)nc1-c1ccccc1
  131.3[fluorescence artefact?]	3.3	3.6	14.7	5.1	91.5	18.8	91.1	97.8
Cn1c(SCC(=O)Nc2cccc(F)c2)nnc1-c1cc2ccccc2o1
  688.1*[fluorescence artefact?]	0.1[fluorescence artefact?]	-31.7[fluorescence artefact?]	-1.1	7.9	55.8	-215.1[fluorescence artefact?]	44.9	76.4
Cc1ccc(OCc2nc(-c3ccccn3)no2)cc1
  120.5	-1.3[fluorescence artefact?]	3.7[fluorescence artefact?]	5.0	1.1	107.5	-0.8	98.1	98.1
CCOC(=O)c1[nH]c(CSc2nnc(-c3ccncc3)n2CCOC)c(C(=O)OCC)c1C
  97.3[fluorescence artefact?]	8.7	16.8	-13.2	6.2	97.0	0.5	100.8	108.9
N#Cc1cnc2sc3ccccc3n2c1=N
  101.5	11.6	0.4	-2.4	2.5	107.8	-0.3	85.5	84.1
COc1ccc2c(c1)C(=O)/C(=C/C=C/c1ccccc1)CC2
  99.4	-3.1	-3.9[fluorescence artefact?]	-5.8	-0.6	97.0	11.0	52.0	99.5
CN1C(=O)C2C=CC1C1C(=O)N(c3ccccc3)C(=O)C21 (stereo not drawn)
  119.5	2.2[fluorescence artefact?]	6.4	-7.8	5.2	102.0	-14.4	99.7	106.9
CCCC(=O)Nc1nnc(Cc2ccccc2)s1
  105.3[fluorescence artefact?]	0.7	2.1	25.0	-0.8	98.0	20.7[fluorescence artefact?]	93.2	98.0
COC(=O)CSc1ccc(C#N)c(SCC(=O)OC)c1
  95.7	0.7	3.9	5.7	0.7	90.5	5.9	102.4	102.7
Cc1nn(-c2ccccc2)c(C)c1C(=O)OCC(=O)N1CCN(S(=O)(=O)c2ccccc2)CC1
  106.2[fluorescence artefact?]	-11.2[fluorescence artefact?]	-10.4	-0.3	1.4	95.7	6.0	65.4	87.7
COc1ccc(NC(=O)CSc2nnc(Cc3cccn3C)n2CCc2ccccc2)c(OC)c1
  97.9	-3.8[fluorescence artefact?]	-7.0[fluorescence artefact?]	·	-2.8	93.6	-5.1	56.2	90.8
Cc1ccc(-n2nc(-c3ccco3)cc2C(=O)NCc2cccnc2)cc1
  82.7[fluorescence artefact?]	29.5	19.1	-5.3	-0.7	85.5	15.0	92.3	84.3
CCC(C)(C)n1nnnc1C(c1ccc(OC)c(OC)c1)N1CCN(c2cccc(OC)c2)CC1 (stereo not drawn)
  93.8[fluorescence artefact?]	3.4	-2.6	-6.4	7.0	93.0	3.9	95.4	100.5
CC1=NOC2(C1)N(C)c1ccccc1C2(C)C (stereo not drawn)
  114.0[fluorescence artefact?]	-2.5	-5.4	·	4.3	96.3	4.4	107.7	112.8

# Profiles, looked up by structure. Order of values: ERa SRC1 pot, ERb coact inh, ERa coact inh, sEH activator, Candida biofilm, Fibroblast inh, Smad3 FoxH1 inh, H69AR inhibit, HUVEC prolif 384
# CSc1nc(NC(C)(C)C)nc(Oc2ccc(=O)n(C)n2)n1 as listed: 101.5, -19.2[fluorescence artefact?], 0.1, -7.1, -1.0, 102.1, -8.3, 84.7, 93.2
# CSc1ccc(NC(=O)NCCCN2CCN(c3ccccc3F)CC2)cc1 as listed: 123.8, -19.1[fluorescence artefact?], -10.8, -66.8, -8.0, 95.2, 6.8, 84.4, 58.6

# (list continues)
# Each structure is followed by: ERa SRC1 pot	ERb coact inh	ERa coact inh	sEH activator	Candida biofilm	Fibroblast inh	Smad3 FoxH1 inh	H69AR inhibit	HUVEC prolif 384
O=C(NCc1ccccn1)c1ccc(Cn2cc(Br)cn2)o1
  118.2	-14.0	15.0	14.4	2.8	97.8	-7.8	106.8	105.0
Cc1nc(SCC(=O)NCc2ccccc2)c2oc3ccccc3c2n1
  +[fluorescence artefact?]	-12.3[fluorescence artefact?]	-0.4[fluorescence artefact?]	-3.2	-1.7	106.0	-2.9[fluorescence artefact?]	80.2	101.0
Cc1ccc(Cn2nnc3c(=O)n(Cc4ccccc4C)cnc32)cc1
  76.0	5.2	-0.8	·	6.8	85.0	5.8	76.0	95.8
Cc1ccccc1-n1nc2c(c1NC(=O)c1c(-c3ccccc3Cl)noc1C)CSC2
  96.0	-9.5	-2.2	1.6	4.7	97.0	5.5	77.2	87.7
Brc1ccc(C2C3=C(Nc4ncnn42)c2ccccc2OC3c2ccncc2)cc1 (stereo not drawn)
  59.7	1.6	18.1	-2.5	7.3	76.9	-7.4	40.1	71.6
COc1ccc(C(=O)Nn2c(SCC(=O)NCC3CCCO3)nc3ccccc3c2=O)cc1 (stereo not drawn)
  85.9	2.0	-4.8	1.4	9.7	91.0	11.2	70.6	81.5
Cn1nc(-c2ccc(OCC(=O)NCC3CCCO3)cc2)c2ccccc2c1=O (stereo not drawn)
  107.7	-11.1	-8.8	5.0	7.5	97.1	-2.6	86.4	105.3
COc1ccc(NC(=O)N2CCN(S(C)(=O)=O)CC2)cc1OC
  137.6	-0.5	-7.8	·	6.0	108.7	10.4	103.8	106.6
O=C(Nc1cccc(Cl)c1N1CCCC1)c1ccc(Br)o1
  98.3	1.0	-6.0	6.6	2.3	102.0	-2.2	83.3	93.9
Cc1ccc2oc(=O)c3cc(C(=O)NCc4ccco4)sc3c2c1
  112.5	53.9*[fluorescence artefact?]	67.5*[fluorescence artefact?]	·	0.9	94.0	-17.3	53.7	84.0
O=C(CSc1nnc(-c2cccs2)n1CC1CCCO1)c1cc2ccccc2o1 (stereo not drawn)
  93.7[fluorescence artefact?]	8.8	19.2	8.8	-0.6	103.0	7.3	79.5	95.8
O=C(NCc1ccco1)c1cnn2c1NC(c1ccccc1)CC2C(F)(F)F (stereo not drawn)
  101.0	-10.4	-0.3	2.5	3.1	101.6	-0.9	96.2	110.3
O=C(Oc1nsnc1N1CCOCC1)N1CCCC1
  91.9	-9.9	-4.4	7.2	-1.6	101.2	-10.0	84.3	86.8
CCOc1cc(S(=O)(=O)Nc2ccc(CC)cc2)ccc1Cl
  92.5	5.6	10.4[fluorescence artefact?]	5.1	8.3	108.4	-2.4	79.0	57.5
CCOc1ccc2nc(NC(=O)Nc3cccs3)sc2c1
  87.8	24.6[fluorescence artefact?]	2.5[fluorescence artefact?]	·	-2.0	89.2	-11.3	35.2*	60.2
Cc1cc(Nc2ccccc2)n(-c2cccc(Cl)c2)n1
  87.6	1.1	-6.3	-2.3	0.9	98.7	-11.4	91.7	105.8
Cn1nnnc1SCC(=O)Nc1ccccc1N1CCCCC1
  122.5	-7.5	-2.1	-0.2	3.7	96.2	2.4	86.3	90.9

# Molecules listed so far that contain a CF3 group:
# Each structure is followed by: ERa SRC1 pot	ERb coact inh	ERa coact inh	sEH activator	Candida biofilm	Fibroblast inh	Smad3 FoxH1 inh	H69AR inhibit	HUVEC prolif 384
CCOC(=O)c1ccc2nc(C(F)(F)F)[nH]c(=O)c2c1
  100.1	-2.4	-3.5	-14.4	1.3	·	-0.3	99.2	100.5
O=C(NCc1ccco1)c1cnn2c1NC(c1ccccc1)CC2C(F)(F)F (stereo not drawn)
  101.0	-10.4	-0.3	2.5	3.1	101.6	-0.9	96.2	110.3
